Screening results: PubChem, Southern Research Specialized Biocontainment Screening Center
K1F lysis inhibition: inhibition of K1F phage lysis, E. coli UTI89, bacterial capsule biogenesis inhibitors, alamar blue (AID 488966); E. coli UTI89 K1F phage lysis, alamar blue, 2 h; higher % means a stronger effect; inhibition, % at 100 µM, or IC50 in µM where a hit was titrated; hit rate 0.02% among 340,000;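 active means phage lysis inhibition, versus mean bacterial control, above a set limit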;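 further: capsule biogenesis inhibitors block K1F phage lysis so surviving cells raise fluorescence; higher fluorescence means more inhibition of phage lysis; actives were called in the ten point dose series up to 300 µM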
* hit, by the source's call; [ ] = another dose, or the depositor's remark. Some of the compounds tested. The share of hits here may be higher or lower than overall.

SMILES	K1F lysis inhibition
CCOc1ccc(NC(=O)COC(=O)c2cc(=O)c3ccccc3o2)cc1	0.1%[50 µM]
O=C1CN(C(=O)COC(=O)/C=C/c2ccc(F)cc2)c2ccccc2N1	4.2%
CCOC(=O)C1CCCN(CC(=O)N(C)c2c(N)n(Cc3ccccc3)c(=O)[nH]c2=O)C1 (stereo not given)	-0.2%[50 µM]
CSCCC(NS(=O)(=O)c1ccccc1)C(=O)OCc1nc2ccsc2c(=O)[nH]1 (stereo not given)	0.0%[50 µM]
CCCCn1c(N)c(N(CC(C)C)C(=O)c2cc3ccccc3cc2OC)c(=O)[nH]c1=O	0.7%[50 µM]
CC(C)(C)N(Cc1ccccc1)C(=O)COC(=O)CNS(=O)(=O)c1ccc2ccccc2c1	-0.8%[50 µM]
C=CCOc1ccc(/C=C/C(=O)N2CCCN(S(=O)(=O)c3c(C)noc3C)CC2)cc1	0.4%[50 µM]
COC(=O)[C@]1(C)N[C@H](c2ccc(-c3cccc(Cl)c3)c(OC)c2)[C@@H]2C(=O)N(C)C(=O)[C@@H]21	-0.4%
CCc1ccc(C(=O)NNC(=O)c2ccc(OCC(=O)N3CCOCC3)c(OC)c2)cc1	0.2%[50 µM]
NS(=O)(=O)c1cccc(NC(=O)COC(=O)CCC(=O)c2cccs2)c1	0.9%[50 µM]
COC(=O)[C@]1(Cc2ccccc2)N[C@H](CN(C)S(=O)(=O)c2ccc(C(C)(C)C)cc2)[C@@H]2C(=O)N(Cc3ccccc3)C(=O)[C@@H]21	-0.4%
COc1cc(/C=C/C(=O)O)cc(S(=O)(=O)Nc2ccc3cn[nH]c3c2)c1OC	-0.1%[50 µM]
CC(OC(=O)c1ccc(Cl)nc1)C(=O)NC1(C#N)CCCCC1 (stereo not given)	-0.2%[50 µM]
O=C(C[C@H]1C/C=C\C[C@@H](Cc2ccc(F)cc2)C(=O)O[C@H](c2ccccc2)CNC1=O)NCCO	-0.4%
O=C(COC(=O)CN1C(=O)C2CCCCC2C1=O)NNC(=O)c1ccc(Cl)cc1 (stereo not given)	0.4%[50 µM]
O=C(Cc1coc2cc(O)ccc12)NNC(=O)c1cccs1	-1.9%
COc1cccc(NC(=O)CN2C(=O)C(=O)N(C3CCCC3)C2=O)c1	-0.1%
O=S(=O)(NCCOc1ccccc1Cl)c1ccc2oc3ccccc3c2c1	0.4%
Cc1ccc(C(=O)N2CCN(C/C=C/c3ccccc3)CC2)cc1S(=O)(=O)N1CCOCC1	-0.2%[50 µM]
COc1ccc(-c2c(-c3cc(OC)cc(OC)c3)n(C)c3ccc(-c4cnc(OC)nc4)cc23)cc1	0.5%
CC(C)(CNS(=O)(=O)c1cccs1)N1CCOCC1	3.2%
COCc1c(C(=O)NC2CCCCC2)sc2cccc(F)c12	0.9%[50 µM]
CN(CC(=O)Nc1cccc(F)c1)C(=O)c1cccc(N2C(=O)CCC2=O)c1	0.5%[50 µM]
O=[N+]([O-])c1ccc(S(=O)(=O)Nc2cccc(-c3ccc(N4CCOCC4)nn3)c2)cc1	-0.5%[50 µM]
COc1ccccc1NS(=O)(=O)c1cc(N)ccc1N1CCCC1	2.3%
Cc1noc(C)c1COC(=O)C1CCN(S(=O)(=O)c2ccc(F)cc2)CC1	0.6%[50 µM]
CC(Sc1nnc(-c2ccco2)n1N)C(=O)NCc1ccc2c(c1)OCO2 (stereo not given)	1.4%[50 µM]
Cc1cc2sc3ccc(C#CC4(O)CCCCC4)cc3c(=O)c2cc1C	1.2%
Cc1ccc(S(=O)(=O)N(Cc2cccc(C)c2)C(=O)N2CCN(C)CC2)cc1	1.0%[50 µM]
COc1ccc(-n2sc3ccc(F)cc3c2=O)cc1	7.8%
Cc1ccc(C)c(-c2nnc(NC(=O)CCS(=O)(=O)c3ccc(F)cc3)o2)c1	1.0%[50 µM]
Cc1ccc(S(=O)(=O)N(Cc2ccc([N+](=O)[O-])cc2)C(=O)N2CCN(C)CC2)cc1	0.6%[50 µM]
CC1CN(S(=O)(=O)c2ccc(C(=O)Nc3ccccc3F)cc2)CC(C)O1 (stereo not given)	0.7%[50 µM]
N#Cc1ccc(CN2CCN(C(=O)c3cc(Cl)c4c(c3)OCCO4)CC2)cc1	0.5%[50 µM]
CC1CCCC(C)N1C(=O)COC(=O)c1cc([N+](=O)[O-])ccc1N1CCOCC1 (stereo not given)	-0.6%
CCOC(=O)c1ccc(-c2c(-c3ccc(OC)cc3)oc(=O)c3cc(OC)c(OC)cc23)cc1F	1.9%
O=C(Cc1cccc(NC(=O)C2CCN(C(=O)C3CC3)CC2)c1)Nc1cccc(C(=O)N2CCOCC2)c1	0.0%
Cc1cnc(C(=O)OC(C)C(=O)Nc2ccc(Cl)cn2)cn1 (stereo not given)	0.0%[50 µM]
CCC1Nc2ncnc(N3CCN(c4ccccn4)CC3)c2N(Cc2ccc(Cl)cc2)C1=O (stereo not given)	1.9%
Cc1ccc(C)c(NC(=O)c2ccc3c(=O)n4c(nc3c2)CCC4)c1	0.9%[50 µM]
COCCn1c(SCc2ccc(Cl)cc2)nc2c1c(=O)[nH]c(=O)n2C	0.0%
CC(=O)Nc1ccc(S(=O)(=O)NCCC(=O)OCC(=O)c2ccc(Br)cc2)cc1	0.8%[50 µM]
COc1ccccc1C(=O)COC(=O)c1nc2nc(C)cc(C)n2n1	0.4%[50 µM]
CCCCn1c(N)c(N(CCOC)C(=O)CCS(=O)(=O)c2ccc(Cl)cc2)c(=O)[nH]c1=O	-0.1%[50 µM]
Cc1nc(-c2ccc(Cl)cc2)sc1C1(C)CC(c2ccncc2)=NO1 (stereo not given)	1.1%
CC1(NC(=O)c2cc(-c3cccs3)nn2-c2ccccc2)CCS(=O)(=O)C1 (stereo not given)	0.3%[50 µM]
C=CCC[C@H](Cc1ccc(F)cc1)C(=O)OC[C@@H](Cc1c[nH]c2ccccc12)NC(=O)[C@H](CC=C)CC(=O)N[C@H](CO)Cc1ccccc1	0.1%
CN(C)C1=NC[C@H](Cc2ccccc2)N1CCCCc1ccccc1	0.0%
Cc1cc(C(=O)NNC(=O)c2ccc(F)cc2)c(C)s1	0.1%
CC(C)(C)n1ncc2c(=O)n(Cc3c(Cl)cccc3Br)cnc21	0.2%
O=C(NNC(=O)c1ccccc1F)c1ccc(-c2ccc(Cl)cc2)o1	0.1%[50 µM]
COC/C=C/C1=CC2=CC(=O)C(C)(OC(=O)c3cnc4ccccc4n3)C(=O)C2=CN1CCOC (stereo not given)	2.1%
COc1cc(OC)cc(C(=O)NCC(=O)OCC(=O)NC2CCCc3ccccc32)c1 (stereo not given)	-0.2%
CC(C)Cc1ccc(C(C)NC(=O)Cc2ccc(S(=O)(=O)N3CCOCC3)s2)cc1 (stereo not given)	1.0%[50 µM]
COC(=O)c1ccc(OC)c(CSc2nnc(-c3ccc(C)cc3)o2)c1	0.2%
Cc1ccc(C)c(S(=O)(=O)N2CCCCC2CCNC(=O)C(=O)NCc2ccccn2)c1 (stereo not given)	0.6%[50 µM]
COc1ccc(C2C(=O)NN=C2C)cc1 (stereo not given)	0.8%
CCOc1ccc(NC(=O)c2cccc(NC(C)=O)c2)cc1S(=O)(=O)N1CCCC1	1.2%[50 µM]
Cc1ccc(C(=O)Nc2ccccc2N2CCCC2)cc1S(=O)(=O)N1CCOCC1	0.7%[50 µM]
CC(C)(C)N(Cc1ccccc1)C(=O)CN1C(=O)NC2(CCCCCC2)C1=O	0.9%[50 µM]
(next part)
SMILES	K1F lysis inhibition
CN(C(=O)CSc1cc(Cl)ccc1Cl)C1CCS(=O)(=O)C1 (stereo not given)	-1.0%
O=C(Cn1cc(COc2ccccc2[N+](=O)[O-])nn1)c1ccc(O)cc1	0.1%
CN(Cc1ccccc1)C(=O)COC(=O)C12CC3CC(CC(Br)(C3)C1)C2	-0.6%
OCCCn1c(C2CCCN2c2nc(-c3ccc(F)cc3)cs2)nc2cc(C(F)(F)F)ccc21 (stereo not given)	1.9%
N#Cc1ccc(OCC(=O)N2CCN(S(=O)(=O)c3cccc(Cl)c3)CC2)cc1	0.4%[50 µM]
COc1ccccc1C=NN=C1c2ccccc2-c2ccccc21	3.3%
Cc1c[n+]([O-])cc(C)c1Oc1ccccc1	1.2%
O=C(COC(=O)CC1CCCC1)Nc1ccc(Cl)cc1	-0.2%[50 µM]
OCC[C@@H]1C[C@@H](O)[C@H](O)[C@@]2(CCCCO2)O1	0.4%
CC(=O)c1ccc(OCC(=O)Nc2ccc(N3CCCCC3)cc2)cc1	0.8%[50 µM]
CCCCCn1nc(C(=O)N(CC)c2c(N)n(CCCC)c(=O)[nH]c2=O)c2ccccc2c1=O	2.3%
CCOC(=O)[C@H]1[C@H]2COc3ccc(C)cc3[C@@H]2N2C(=O)CN(C)C(=O)[C@@]12C	0.1%
COc1ccccc1C=NN1C(=O)CSC1=S	3.1%
CN(C)C(=O)CCc1ccc2c3c([nH]c2c1)[C@]1(CCc2ccccc2)[C@@H](C(=O)N2CCCCC2)C[C@H](CC(=O)NCCCn2ccnc2)C(=O)N1CC3	0.1%
CCOC(=O)[C@H]1[C@H]2COc3ccc(OC)cc3[C@H]2N2C(=O)CN(Cc3ccccc3)C(=O)[C@@]12C	0.1%
CCN(CC(=O)Nc1ccc(C(C)=O)cc1)CC(=O)Nc1ccc2c(c1)OCCO2	-0.6%
CC12CCC(=O)N1C(C(=O)Nc1nc(-c3ccccc3)cs1)CS2 (stereo not given)	1.5%[50 µM]
C#CCOCCOCCOCCNc1nc(N2CCN(C(=O)[C@H]([C@@H](C)CC)n3cc(CCCCN)nn3)CC2)nc(N2CCN(C(=O)[C@H]([C@@H](C)CC)n3cc(CCCN=C(N)N)nn3)CC2)n1	1.2%
CNC(=O)c1[nH]cnc1C(=O)Nc1cccc(C)c1	0.2%
O=C(COC(=O)c1cccc(Cl)c1)NCc1ccccc1	0.4%
CC(=O)Nc1ccc(S(=O)(=O)N(C)CC(=O)OCC(=O)c2ccc3c(c2)NC(=O)CO3)cc1	0.5%[50 µM]
CCCCCn1c(=NC(=O)c2cccnc2)c(C#N)cc2c(=O)n3cccc(C)c3nc21	-0.1%
CC1CCC2(CC1)NC(=O)N(NC(=O)c1ccc(OC(C)C)cc1)C2=O (stereo not given)	1.1%[50 µM]
Cc1cccc(/N=C/c2ccccn2)n1	1.1%
Oc1ccc(Cl)cc1CNCc1ccc(F)cc1	2.1%
CC(C)n1cnc2c(NCc3ccccc3)cc(OCC3CCN(C)CC3)cc21	0.0%
COc1ccc(CNC(=O)C[C@H]2C[C@H](C(=O)N(C(C)C)C(C)C)[C@@]3(C)c4[nH]c5cc(-c6ccco6)ccc5c4CCN3C2=O)cc1OC	0.2%
Cc1ccc(S(=O)(=O)N(C)C)cc1NC(=O)C(C)OC(=O)c1ccc2c(=O)n3c(nc2c1)CCC3 (stereo not given)	0.8%[50 µM]
CCCNC(=O)C(Cc1ccc(C(F)(F)F)cc1)NC(=O)c1ccc(C#N)cc1 (stereo not given)	-5.2%
CC(Sc1ccc(S(=O)(=O)N2CCCC2)cn1)C(N)=O (stereo not given)	0.4%[50 µM]

A second format for 2 compounds above.
| SMILES | K1F lysis inhibition |
| --- | --- |
| CCN(CC(=O)Nc1ccc(C(C)=O)cc1)CC(=O)Nc1ccc2c(c1)OCCO2 | -0.6% |
| C#CCOCCOCCOCCNc1nc(N2CCN(C(=O)[C@H]([C@@H](C)CC)n3cc(CCCCN)nn3)CC2)nc(N2CCN(C(=O)[C@H]([C@@H](C)CC)n3cc(CCCN=C(N)N)nn3)CC2)n1 | 1.2% |

Laid out differently: results already given.
| canonical_smiles | K1F lysis inhibition |
| --- | --- |
| CC(C)n1cnc2c(NCc3ccccc3)cc(OCC3CCN(C)CC3)cc21 | 0.0% |
| Cc1cccc(/N=C/c2ccccn2)n1 | 1.1% |
| Cc1ccc(S(=O)(=O)N(C)C)cc1NC(=O)C(C)OC(=O)c1ccc2c(=O)n3c(nc2c1)CCC3 (stereo not given) | 0.8%[50 µM] |
| Oc1ccc(Cl)cc1CNCc1ccc(F)cc1 | 2.1% |

Copied from above for reference:
SMILES	K1F lysis inhibition
CC(C)n1cnc2c(NCc3ccccc3)cc(OCC3CCN(C)CC3)cc21	0.0%
COc1ccc(CNC(=O)C[C@H]2C[C@H](C(=O)N(C(C)C)C(C)C)[C@@]3(C)c4[nH]c5cc(-c6ccco6)ccc5c4CCN3C2=O)cc1OC	0.2%
Cc1ccc(S(=O)(=O)N(C)C)cc1NC(=O)C(C)OC(=O)c1ccc2c(=O)n3c(nc2c1)CCC3 (stereo not given)	0.8%[50 µM]
CCCNC(=O)C(Cc1ccc(C(F)(F)F)cc1)NC(=O)c1ccc(C#N)cc1 (stereo not given)	-5.2%

New compounds follow
SMILES	K1F lysis inhibition
Nc1nc(=S)c2ncn(C3OC(CO)CC3O)c2[nH]1 (stereo not given)	2.7%
COc1ccc(C(=O)N2CCN(c3ccc(C(C)=O)cc3F)CC2)cc1S(=O)(=O)NC1CC1	0.0%[50 µM]
N#CC(=C(O)CN1CCN(c2ccccc2F)CC1)c1nc(-c2ccc(Cl)cc2)cs1	-0.9%
CC(=O)c1cc(Cl)ccc1OCC(=O)NC1CCCC1	3.5%[50 µM]
COc1cccc(C(=O)NCCS(=O)(=O)N2CCOCC2)c1	-0.7%
O=C(COC(=O)c1cccc(Br)c1)NCC1CCCO1 (stereo not given)	0.9%
Cc1ccc(N(Cc2ccccc2)C(=O)c2ccc(C)c(S(=O)(=O)N3CCOCC3)c2)cc1	0.5%
Cc1cc(C)nc(NNS(=O)(=O)c2c(F)cc(F)cc2Br)n1	0.6%[50 µM]
C=CCC12C=C(OC)C(=O)OC(OC)(C1O)[C@H](c1ccc3c(c1)OCO3)[C@H]2C (stereo not given in full)	-0.5%
O=C(O)C1=C[C@@H](c2ccccc2)C[C@@H](OCCCCO)O1	-0.2%
CCOc1ccc(OCC(=O)OCC(=O)Nc2ccc3[nH]c(=O)[nH]c3c2)cc1	0.0%[50 µM]
CC1CCN(S(=O)(=O)c2ccc(C(=O)N3CCCCC3C(=O)O)cc2)CC1 (stereo not given)	0.3%[50 µM]
O=C1CCN(Cc2ccccc2)C(=O)N1	13.7%
